# Screening results deposited in PubChem BioAssay by several laboratories.
# SKKanGAS inh: blocks kanamycin growth of S. pyogenes SKKanGAS strain; AID 1662; actives 1.3% (n = 300,000); BacTiter-Glo, 6 h; inhibition, % at 7.5 µM;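 active = mean replicate score, as percent of positive control median, at least 50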;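 note: strain carries kanamycin resistance gene driven by streptokinase promoter and grows in 40 µg/ml kanamycin; loss of luminescence reflects streptokinase promoter inhibition or plain growth inhibition; 0% = median of DMSO wells and 100% = positive control at its reference dose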
# MrgX1 PAM: allosterically activates human MrgX1 receptor signaling. Q96LB2. MrgX1-HEK293, Fluo-4 calcium flux, FDSS; active compounds read high. B-score at 10 µM. actives 0.63% (n = 310,000). AID 588675;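 active = plate-corrected calcium response at least 3 library SD above typical, normal starting fluorescence, not activating the receptor alone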;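 note: compound read alongside a low EC10 to EC30 dose of BAM8-22 agonist; peak minus trough fluorescence over baseline measured at the second addition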
# Target sequence (Q96LB2 whole entry, looked up): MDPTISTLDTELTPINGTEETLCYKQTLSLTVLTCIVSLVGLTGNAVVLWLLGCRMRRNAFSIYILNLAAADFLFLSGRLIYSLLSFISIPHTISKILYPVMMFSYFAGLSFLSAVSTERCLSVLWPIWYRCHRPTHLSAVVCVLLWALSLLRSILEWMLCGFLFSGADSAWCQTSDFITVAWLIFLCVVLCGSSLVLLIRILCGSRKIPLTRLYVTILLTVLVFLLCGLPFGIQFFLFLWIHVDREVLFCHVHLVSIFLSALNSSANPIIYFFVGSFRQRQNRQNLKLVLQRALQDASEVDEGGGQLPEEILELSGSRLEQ
# TRPC4 inh: blocks the mouse TRPC4 cation channel | AID 2247 | HEK293 TRPC4beta/mu-opioid, DAMGO-evoked Fluo4 calcium flux; active compounds read low | actives 0.39% (n = 300,000) | B-score at 10 µM | Q9QUQ5;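 active = B-score over 3 SD under the library average, no early fluorescence shift, positive overall ratio signal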
#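 Assay system: HEK293 cells with stable TRPC4beta plus mu-opioid receptor expression. Dosing: single dose. Measured by: Fluo4 Ca2+ flux fluorescence. Also added: DAMGO in two steps, submaximal then maximal. Read-out: B score from integrated Fluo4 fluorescence ratio.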
# TRPC6 act: activators of mouse TRPC6 channel; HEK293-TRPC6 membrane potential dye fluorescence; active compounds read high; actives 0.13% (n = 310,000); B-score at 10 µM;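 active = B-score of the integrated fluorescence ratio above library mean plus 3 SD, and starting fluorescence ratio within library mean plus 5 SD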;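 note: higher score means more depolarization so channel activation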
# TMEM16A act: activates or potentiates the mouse TMEM16A chloride channel. actives 0.3% (n = 340,000). AID 623877. Q8BHY3. HEK293 TMEM16A/YFP-H148Q/I152L, iodide quench fluorescence; active compounds read low. B-score at 10 µM;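 active = fluorescence-ratio B-score plate-corrected deviation score at least 3 library SD below zero, with starting fluorescence score within 5 deviations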;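 note: channel opened by trigger with iodide after compound preincubation; score built on the fluorescence ratio of max minus min over baseline; more negative score means more quench and so TMEM16A activation or potentiation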
# MrgX1 antagonist: antagonists of human MrgX1 receptor | MRGX1-HEK293 calcium flux, Fluo-4, BAM8-22 antagonism; active compounds read low | B-score at 10 µM | actives 1.3% (n = 310,000) | AID 588676;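 active = calcium-response B-score plate-corrected more than 3 library SD below zero, starting fluorescence within 5 deviations, no agonist response on first addition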;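 note: peak minus trough fluorescence over baseline after final BAM8-22 challenge near maximal dose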
# TRPC4 agonist: opens the mouse TRPC4 cation channel. Q9QUQ5. HEK293 TRPC4beta/mu-opioid, Fluo4 calcium fluorescence; active compounds read high. B-score at 10 µM. actives 0.49% (n = 310,000). AID 2237;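 active = B-score above 5 SD of library B-scores, and initial fluorescence ratio not above library mean plus 5 SD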;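 note: positive B-score marks a calcium rise read as TRPC4 activation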
#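 Assay system – TRPC4beta and mu-opioid receptor HEK293 stable cells · Measured by – Fluo4 fluorescence, kinetic · Schedule – dye loading 45 min room temperature, 110 s kinetic read · Read-out – B-scored integrated calcium fluorescence ratio · Controls – buffer and maximal DAMGO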
# TRPC6 inhibitor: inhibitors of mouse TRPC6 channel. HEK293-TRPC6, membrane potential dye, ACh-evoked depolarization; active compounds read low. Q61143. B-score at 10 µM. actives 1.1% (n = 310,000);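 active = B-score under library mean minus 3 SD, initial fluorescence not abnormally high, positive integrated signal ratio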;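 note: B-score derived from integrated fluorescence ratio over the kinetic read; more negative B-score means stronger inhibition of depolarization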
# TMEM16A inh: mouse TMEM16A channel inhibition, primary screen; HEK293 TMEM16A/YFP iodide influx fluorescence, ionomycin; actives 1.2% (n = 310,000); normalized B-score (activity score, 25-100; higher = stronger inhibition) at 10 µM; Q8BHY3;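 active = ratio plate-corrected score three or more library SD toward inhibition, starting fluorescence score within five deviations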;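 note: score derived from kinetic fluorescence span divided by baseline fluorescence per well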
# MrgX1 agonist: human MrgX1 receptor agonism, primary screen | B-score at 10 µM | actives 0.44% (n = 310,000) | MrgX1-HEK293 cells, Fluo-4 calcium fluorescence, agonist mode; active compounds read high;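 active = calcium response B-score plate-corrected fluorescence ratio at least 3 library SD, with starting fluorescence B-score inside 5 SD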
#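 Material: HEK293 cells stably expressing human MrgX1 receptor | Quantity: 15,000 cells per well | Times: Cells plated overnight, dye loaded 0.5 h 37 °C, 0.5 h room temperature | Measured by: Kinetic Fluo-4 NW fluorescence of intracellular calcium | Control set: Positive and negative controls per plate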
# TRPC4 potent: allosteric potentiators of mouse TRPC4 channel. Q9QUQ5. HEK293 TRPC4beta/mu-opioid, DAMGO EC20, Fluo-4 Ca2+ flux; active compounds read high. B-score at 10 µM. actives 0.42% (n = 310,000);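 active = B-score of calcium response area above 5 SD of library B-scores, with initial fluorescence ratio within 5 SD of library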;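 note: B-score of integrated fluorescence ratio over time as area under calcium response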
# An asterisk follows results filed as active; i = inactive; · = not tested or not shown. Compounds as they come. Share with any hit: about 6.7%.
SMILES,SKKanGAS inh,MrgX1 PAM,TRPC4 inh,TRPC6 act,TMEM16A act,MrgX1 antagonist,TRPC4 agonist,TRPC6 inhibitor,TMEM16A inh,MrgX1 agonist,TRPC4 potent
CCCCN(C)C(=O)c1cn(CC)c2ccc(S(=O)(=O)N(C)C)cc2c1=O,-1,i,i,i,i,i,i,i,i,i,i
Cc1ccc(C(=O)N2c3ccccc3NC(=O)C2C)cc1 (stereo unspecified),-3,i,i,i,i,i,i,i,i,i,i
Cc1ccc(S(=O)(=O)N2CCC(C(=O)N[C@@H](C)C(=O)NCc3ccccc3)CC2)cc1,15,i,i,i,i,i,i,i,i,i,i
CCN(CC)S(=O)(=O)c1ccc(C)c(NC(=O)CNCCN(C(C)C)C(C)C)c1,2,i,i,i,i,i,i,i,i,i,i
O=C(CSc1ccccc1C(=O)O)c1ccccc1,2,i,i,i,i,i,i,i,i,i,i
COc1ccc(OC)c(NC(=O)NCCN2CCN(c3ccccc3)CC2)c1,1,i,i,i,i,i,i,i,i,i,i
Cc1cccc(C)c1NC(=O)C1(N(Cc2ccco2)C(=O)CC2NC(=O)NC2=O)CCCCC1 (stereo unspecified),13,i,i,i,i,i,i,i,i,i,i
COc1ccccc1CNC(=O)C1(c2ccc(Cl)cc2)CC1,6,i,i,i,i,i,i,i,i,i,i
COc1ccc(Br)c(C(=O)Nc2ccc(F)cc2)c1,1,6.9*,i,i,i,i,i,i,i,i,i
O=C(c1ccc(Oc2ccc([N+](=O)[O-])cc2)cc1)N1CCCCCC1,-8,i,i,i,i,i,i,i,25*,i,i
CCNC(=O)NC(=O)C(C)OC(=O)C1CCN(S(=O)(=O)c2ccccc2F)CC1 (stereo unspecified),3,i,i,i,i,i,i,i,i,i,i
Cc1cc(NC(=O)COC(=O)[C@@H](NS(=O)(=O)c2ccccc2)C(C)C)no1,-5,i,i,i,i,i,i,i,i,i,i
CC(C)N1CC(O)=C(c2ccccc2)C1=N,-9,i,i,i,i,i,i,i,i,i,i
O=C(COC(=O)C1(c2ccc(F)cc2)CCCC1)N1CCN(C(=O)c2ccco2)CC1,-6,i,i,i,i,i,i,i,i,i,i
CC(=O)Nc1ccc(NC(=O)C(Sc2ccccc2)c2ccccc2)cc1 (stereo unspecified),4,i,i,i,i,i,i,i,i,i,i
Cc1ccc(Cn2nnc3c(=O)[nH]c(C4CCCN(S(=O)(=O)c5ccc(F)cc5)C4)nc32)cc1 (stereo unspecified),21,i,i,i,i,i,i,i,i,i,i
CCCCNC(=O)c1ccc(CNS(=O)(=O)c2ccc(Br)cc2)cc1,4,i,i,i,i,i,i,i,i,i,i
COc1ccc(S(=O)(=O)N(C)C(C)CCc2ccco2)cc1 (stereo unspecified),2,i,i,i,·,i,i,i,i,i,i
CCOC(=O)c1c(C)[nH]c(C)c1C(=O)CSc1nnc(-c2ccncc2)n1C,2,i,i,i,i,i,i,i,i,i,i
CCOC(=O)CSC1=N/C(=C\c2cccnc2)C(=O)N1c1ccc(OC)cc1,-14,i,i,i,i,i,i,i,i,i,i
O=C1CC(N2CCC(c3nc4ccccc4[nH]3)CC2)C(=O)N1Cc1ccccc1 (stereo unspecified),-2,i,i,i,i,i,i,i,i,i,i
O=C(Cn1c(=O)c2cccn2c2ccccc21)NCCCN1CCCCC1,11,i,i,i,i,i,i,i,i,i,i
O=C1OC(c2ccc(O)cc2)(c2ccc(O)cc2)c2ccccc21,5,i,i,i,i,i,i,i,i,i,i
C/C=C(/C)C(=O)Nc1cccc(C2=NOC3(C2)C[C@H](C(N)=O)N(C(=O)c2ccccc2)C3)c1 (stereo partly specified),0,i,i,i,i,i,i,i,i,i,i
O=C(O)CSc1nc2ccccc2[nH]1,-11,i,i,i,i,i,i,i,i,i,i
CCc1nnc(NC(=O)c2ccc3c(c2)C(=O)N(C(C)(C)C)C3=O)s1,7,i,i,i,i,i,i,i,i,i,i
O=C(NCc1ccc2c(c1)OCO2)C(=O)NC1CCCCC1,3,i,i,i,i,i,i,i,i,i,i
CCCCCNS(=O)(=O)c1cc(C)ccc1OC,-5,i,i,i,i,i,i,i,i,i,i
Cc1ccc(S(=O)(=O)CC(=O)Nc2sc(C)c(C)c2C(N)=O)cc1,-6,i,i,i,i,i,i,i,i,i,i
ONC(=Nc1ccccc1Cl)c1ccccc1Cl,4,i,i,i,i,i,i,i,i,i,i
COc1cc(NC(=O)c2cccc3c2C(=O)N(C2CCCCC2)C3)cc(OC)c1OC,29,i,i,i,i,i,i,i,i,i,i
S=c1[nH]nc(-c2ccc(Br)o2)n1Cc1ccccc1,4,i,i,i,i,i,i,i,i,i,i
Cc1ccc(CN2CCN(Cc3ccc4cc(F)ccc4n3)CC2CCO)o1 (stereo unspecified),15,i,i,i,i,i,i,i,i,i,i
CCC(NC(=O)c1cc(COc2ccc(Cl)cc2OC)on1)c1ccncc1 (stereo unspecified),3,i,i,i,i,i,i,i,i,i,i
Nc1nonc1C(=O)N/N=C/c1cc2c(cc1Br)OCO2,-1,i,i,i,i,i,i,i,i,i,i
COc1cc(OC)c2ccc(=O)oc2c1C(CCN1CCCC1)c1ccc2c(c1)OCO2 (stereo unspecified),0,i,i,i,i,i,i,i,i,i,i
O=S1(=O)NC(c2ccccc2)CC(CC2CCCCC2)O1 (stereo unspecified),9,i,·,i,i,i,i,i,i,i,i
CCS(=O)(=O)Nc1ccc(Cc2ccncc2)cc1,1,i,i,i,i,i,i,i,i,i,i
CCCCCN1C2=NCCN2c2ccccc21,2,i,-6*,i,i,i,i,i,i,i,i
Cc1cccc(NC(=O)c2ccccc2NC(=O)C(C)(C)C)n1,-2,i,i,i,i,i,i,i,i,i,i
COc1ccc(OC)c(Nc2nc(-c3cccs3)cs2)c1,-8,i,i,i,i,i,i,i,i,i,i
O=C(CCCn1c(=O)oc2ccccc21)Nc1cccnc1,0,i,i,i,i,i,i,i,i,i,i
Cc1ccccc1CSc1nn2c(=O)c(C)nnc2s1,0,i,i,i,i,i,i,i,i,i,i
CCOC(=O)C1CC(=O)c2cc(OC)c(OC)cc2C1 (stereo unspecified),-3,i,i,i,i,i,i,i,i,i,i
CC(OC(=O)CCC(=O)c1ccc(F)cc1)C(=O)NC1CCCCC1C (stereo unspecified),15,i,i,i,i,i,i,i,i,i,i
CNC(=S)N1N=C(c2ccc(C)cc2)CC1c1cc(OC)ccc1OC (stereo unspecified),-8,i,i,i,i,i,i,i,i,i,17*
COc1cc(CNCc2ccccn2)ccc1OCc1ccc(Cl)cc1,-6,i,i,i,i,i,i,i,i,i,i
Cc1ccc(C(=O)CCC(=O)Nc2cccc(C(F)(F)F)c2)cc1,-5,i,i,i,i,i,i,i,i,i,i
Cc1ccccc1OCC(=O)Nc1ccncc1,-1,i,i,i,i,i,i,i,i,i,i
C=CCOc1ccccc1CN1CCCN(C)CC1,-3,i,i,i,i,i,i,i,i,i,i
CCOC(=O)c1c(C)[nH]c(C)c1C(=O)CSc1ncccn1,-4,i,i,i,i,i,i,i,i,i,i
COc1cc2c(cc1OC)CN(S(=O)(=O)c1cccc(F)c1)CC2,-1,i,i,i,i,i,i,i,i,i,i
COc1cccc(NC(=O)CSc2nccn2-c2cccc(OC)c2)c1,-2,i,i,i,i,i,i,i,i,i,i
O=C(c1ccccc1)N(Cc1cccc(Br)c1)C1CCS(=O)(=O)C1 (stereo unspecified),1,i,i,i,i,i,i,i,i,i,i
NC(=O)c1c(NC(=O)C(=O)N2CCOCC2)sc2c1CCC2,0,i,i,i,i,i,i,i,i,i,i
O=C(CCCCCNC(=O)c1ccccc1)N/N=C/c1ccc(O)cc1O,-11,i,i,i,i,i,i,i,i,i,i
COc1cccc(OC)c1C(=O)Nc1cccc(C(C)=O)c1,1,i,i,i,i,i,i,i,i,i,i
COc1ccc(Cl)cc1NC(=O)c1noc2c1CCCC2,-8,i,i,i,i,i,i,i,i,i,i
O=C(NCCCn1ccnc1)C(=O)NCC1OCCCN1S(=O)(=O)c1ccc(Cl)cc1 (stereo unspecified),-3,i,i,i,i,i,i,i,i,i,i
Cc1ccc(C(=O)CSc2nc(C)cc(SCc3nnc(-c4ccccc4)o3)n2)cc1,0,i,i,i,i,i,i,i,i,i,i

# Following part.
SMILES,SKKanGAS inh,MrgX1 PAM,TRPC4 inh,TRPC6 act,TMEM16A act,MrgX1 antagonist,TRPC4 agonist,TRPC6 inhibitor,TMEM16A inh,MrgX1 agonist,TRPC4 potent
O=C(NCc1nnc(SCC(=O)N2CCCCC2)o1)c1ccc(F)cc1,-2,i,i,i,i,i,i,i,i,i,i
O=[N+]([O-])c1cc([N+](=O)[O-])c(N2CCCCCC2)cc1NCCO,7,i,i,i,i,i,i,i,i,i,i
O=C(NCc1cccs1)C(=O)c1cn(CC(=O)N2CCOCC2)c2ccccc12,1,i,i,i,i,i,i,i,i,i,i
O=C(Nc1ccccc1C(=O)NCCc1ccc(O)cc1)c1ccco1,3,i,i,i,i,i,i,i,i,i,i
N#Cc1c2n(c3c(=O)n(CC(=O)c4ccc(Br)cc4)cnc13)CCCC2,-7,i,i,i,i,i,i,i,i,i,i
C=CCNC(=O)c1onc(CSc2cccc(OC)c2)c1C(=O)NCC=C,2,i,i,i,i,i,i,i,i,i,i
Clc1ccc(CO/N=C2\CCCc3nonc32)c(Cl)c1,1,i,i,i,i,i,i,i,i,i,i

# 3 records picked at random from the list so far, as already listed:
SMILES,SKKanGAS inh,MrgX1 PAM,TRPC4 inh,TRPC6 act,TMEM16A act,MrgX1 antagonist,TRPC4 agonist,TRPC6 inhibitor,TMEM16A inh,MrgX1 agonist,TRPC4 potent
CCOC(=O)c1c(C)[nH]c(C)c1C(=O)CSc1nnc(-c2ccncc2)n1C,2,i,i,i,i,i,i,i,i,i,i
COc1cccc(NC(=O)CSc2nccn2-c2cccc(OC)c2)c1,-2,i,i,i,i,i,i,i,i,i,i
COc1cc(OC)c2ccc(=O)oc2c1C(CCN1CCCC1)c1ccc2c(c1)OCO2 (stereo unspecified),0,i,i,i,i,i,i,i,i,i,i
